ST2 inh: IL1RL1 inhibition; AlphaLISA ST2-Fc/biotin-IL-33 interaction, 1 h; inhibition, % for hits at 17 µM; 78,000 compounds, 2.3% hits; AID 1259354; in the data active means inhibition above about 30%; inconclusive means mostly about 10% to 28%
Target sequence (Q01638 whole entry, looked up): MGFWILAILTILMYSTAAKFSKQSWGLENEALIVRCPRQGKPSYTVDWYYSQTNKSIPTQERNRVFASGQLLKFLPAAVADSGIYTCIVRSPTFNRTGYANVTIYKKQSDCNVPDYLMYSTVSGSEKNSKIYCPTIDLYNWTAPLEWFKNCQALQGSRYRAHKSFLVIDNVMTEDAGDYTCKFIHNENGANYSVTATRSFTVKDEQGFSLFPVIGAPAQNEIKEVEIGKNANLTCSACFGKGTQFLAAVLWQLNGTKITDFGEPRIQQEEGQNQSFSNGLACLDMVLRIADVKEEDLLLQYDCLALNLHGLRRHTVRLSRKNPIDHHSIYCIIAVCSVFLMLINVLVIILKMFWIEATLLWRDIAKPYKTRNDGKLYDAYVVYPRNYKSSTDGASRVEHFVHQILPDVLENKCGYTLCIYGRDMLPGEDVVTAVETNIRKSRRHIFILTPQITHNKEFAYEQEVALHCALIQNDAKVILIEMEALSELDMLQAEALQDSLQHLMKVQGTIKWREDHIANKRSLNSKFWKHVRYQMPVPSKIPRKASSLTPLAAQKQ
Starred values were filed as active, the others as inactive; i = inactive; ? = inconclusive.

SMILES | ST2 inh
N#Cc1ccccc1CSc1nnc2c(n1)[nH]c1ccccc12 | ?
Cc1ccc(C)c(NS(C)(=O)=O)c1 | i
CCOc1cc(C=C2C(=O)c3ccccc3C2=O)ccc1OC(C)C(=O)O (stereo unspecified) | i
COc1ccc(-n2ncc3c(N4CCC(Cc5ccccc5)CC4)ncnc32)cc1 | i
CCOc1ccc(NC(=O)CSc2nc(C)nc3c2c(=O)n(C)c(=O)n3C)cc1 | i
CN(C)CCNC(=O)C1(O)c2ccccc2NC(=O)N1c1ccc(Cl)c(Cl)c1 (stereo unspecified) | i
Cc1ccc(S(=O)(=O)N2CCCC(C(=O)N3CCCC3)C2)cc1 (stereo unspecified) | i
CCn1ccnc1Cn1ccnc1-c1ccc(O)c(CN(C)C)c1 | ?
CC(C(=O)Nc1ccccc1F)N1C(=O)c2ccccc2C1=O (stereo unspecified) | i
CSc1cccc(N=Cc2[nH]c3ccc(Br)c(Cl)c3c2O)c1 | ?
Cc1oc(-c2ccccc2Cl)cc1C(=O)NCc1ccncc1 | i
O=C(C[C@@H]1O[C@H](CNC(=O)c2ccco2)[C@@H](O)[C@H]1O)NCc1ccc(F)cc1 | ?
CC(=O)c1cccc(OCc2cc(C(=O)N(C)Cc3cccnc3)n[nH]2)c1 | i
C=C(C)C(=O)O[C@H]1CC2=C[C@@H](C/C(C)=C/[C@H]3OC(=O)C(=C)[C@H]13)OC2=O | i
Nc1ncc(-c2cccs2)s1 | ?
CCCn1[nH]cc(SC)c(=O)c1=O | i
COC(=O)c1sc2nc3n(c(=O)c2c1C)N=C(c1ccccc1)CS3 | ?
O=C(CCS(=O)(=O)c1cccc2nonc12)NCCc1ccccc1 | i
Nc1nc(N)c2nc(CNc3ccc(C(=O)NC(CCC(=O)O)C(=O)O)cc3)cnc2n1 (stereo unspecified) | ?
CC(=O)Nc1ccc2c(c1)N(C(C)=O)c1ccccc1CC2 | i
O=C(c1oc(=O)c2ccccc2c1-c1ccccc1)N1CCn2c1nc1ccccc12 | ?
COc1ccc(N2CN=c3s/c(=C\c4ccc(I)o4)c(=O)n3C2)cc1 | ?
CN(Cc1ccccc1)C(=O)CCN1C(=O)c2cccc([N+](=O)[O-])c2C1=O | ?
O=C1CC(c2ccccc2)CC2=C1C(c1ccc(Br)cc1)Nc1ccccc1N2 (stereo unspecified) | i
COc1ccc(-c2noc([C@@H]3C[C@@H](O)CN3Cc3ccc(C(=O)O)cc3)n2)cc1 | i

Grouped by structure, the entries above with bromine (2)
SMILES | ST2 inh
CSc1cccc(N=Cc2[nH]c3ccc(Br)c(Cl)c3c2O)c1 | ?
O=C1CC(c2ccccc2)CC2=C1C(c1ccc(Br)cc1)Nc1ccccc1N2 (stereo unspecified) | i

Other structures follow.
SMILES | ST2 inh
CC1=CC[C@@H]2CN(c3nc(C)ccc3C(N)=O)C[C@@H]2C1 | i
COc1cc(CN2CCN(c3ccccn3)CC2)cc(OC)c1OC | i
Cc1ccc(N2CCCS2(=O)=O)cc1NC(=O)c1cccc(C(F)(F)F)c1 | i
CCc1c(C(=O)NCCSc2nnnn2C)[nH]c2ccccc12 | i
COc1ccc(C2OC(=O)C3(CCCCC3)C(=O)C2(C)C)cc1OC (stereo unspecified) | i
Fc1ccc(-c2nn3c(-c4ccc(Br)cc4)nnc3s2)cc1 | ?
CCc1ccc(N2CSC3=C(C#N)C(c4ccccc4F)CC(=O)N3C2)cc1 (stereo unspecified) | i
Cc1nc(N(C)C)nc(N2CCCC3(CC2)CN(C)C(=O)O3)c1C (stereo unspecified) | i
CC(CCc1ccccc1)NC(=O)CN1CCCN(Cc2ccccc2)S1(=O)=O (stereo unspecified) | i
CN(Cc1ccsc1)c1cc(N2CCOCC2)nc(N)n1 | i
Cc1ccc(NC(=O)c2cccnc2)cc1[N+](=O)[O-] | i
CC1CC(C)CN(CCCNC(=O)C2CCN(S(=O)(=O)N3CCCCC3)CC2)C1 (stereo unspecified) | i
CC(=O)N1c2c(cc(Br)cc2S(=O)(=O)NC2CCCCC2C)CC1C (stereo unspecified) | i
O=S(=O)(c1cccc2cccnc12)N1CCCC1 | ?
Cc1ccc(Nc2nc(Cl)nc(N3CCOCC3)n2)cc1Cl | ?
COc1cc2c(cc1OC)-c1nnc(-c3cc(OC)c(OC)c(OC)c3)n1C(C)(C)C2 | i
CC(C)c1csc(CN2CCC(CNS(C)(=O)=O)C2)n1 (stereo unspecified) | i
CC(C)CCN[C@H]1CO[C@H]2[C@@H]1OC[C@H]2OC(=O)Nc1ccc(C(C)C)cc1 | i
CC1CCCC(C)N1CCNC(=O)C1C2C=CC3(CN(Cc4ccccc4Cl)C(=O)C13)O2 (stereo unspecified) | i
CN(Cc1ccc2ccccc2n1)C(=O)/C=C/c1cnn(C)c1 | i
CCC(=O)N[C@@H]1c2ccccc2C2(CCN(C(=O)c3cnsn3)CC2)[C@H]1OCc1cccnc1 | ?
CC(=O)C1=C(C)OC(N)=C(C#N)C1c1cc2c(cc1[N+](=O)[O-])OCO2 (stereo unspecified) | ?
COc1cccc(OC)c1C(=O)Nc1ccc(C(C)C)cc1 | i
O=[N+]([O-])c1ccc2c(c1)C=C1CCCCC1(NCc1ccco1)O2 (stereo unspecified) | i
CN(CCc1cn[nH]c1)CC(=O)Nc1nc(C(C)(C)C)cs1 | i

Laid out differently: entries from further up.
SMILES	ST2 inh
Fc1ccc(-c2nn3c(-c4ccc(Br)cc4)nnc3s2)cc1	?
CCc1ccc(N2CSC3=C(C#N)C(c4ccccc4F)CC(=O)N3C2)cc1 (stereo unspecified)	i
Cc1nc(N(C)C)nc(N2CCCC3(CC2)CN(C)C(=O)O3)c1C (stereo unspecified)	i
CC(CCc1ccccc1)NC(=O)CN1CCCN(Cc2ccccc2)S1(=O)=O (stereo unspecified)	i
CN(Cc1ccsc1)c1cc(N2CCOCC2)nc(N)n1	i
Cc1ccc(NC(=O)c2cccnc2)cc1[N+](=O)[O-]	i
CC1CC(C)CN(CCCNC(=O)C2CCN(S(=O)(=O)N3CCCCC3)CC2)C1 (stereo unspecified)	i

Later entries:
SMILES | ST2 inh
Cc1nc2cccnc2n1C1CCN(S(=O)(=O)c2ccc(F)cc2)CC1 | ?
COc1ccc(C(c2nnnn2C(c2ccccc2)c2ccccc2)N2CCOCC2)cc1 (stereo unspecified) | i
COCCCNC(=O)c1cn(CCOC)c(=O)c2c1c1ccccc1n2C | i
N#C/C(=C\c1ccc(O)cc1)c1nc2ccccc2[nH]1 | ?
O=C1CC(N2CCN(Cc3ccc4c(c3)OCO4)CC2)C(=O)N1c1cccc(C(F)(F)F)c1 (stereo unspecified) | ?
CC(=O)N(CN1C(=O)c2ccccc2C1=O)c1cc(C)ccc1C | i
CCNC(=O)N1CCC(NC(=O)c2cc(CC(C)C)nn2C)CC1 | ?
Cc1ccc2ccccc2c1CN1CCC(N2CCCC2=O)CC1 | ?
Cc1cccc(NC(=O)c2c(-c3ccccc3)noc2C)c1C | i
COc1ccccc1N1CCN([C@H]2[C@@H]3OC[C@@H](O3)[C@@H](NCc3ccc(OC(F)(F)F)cc3)[C@@H]2O)CC1 | i
COc1c(F)cccc1C(=O)NCC1CCN(C2CCOCC2)C1 (stereo unspecified) | i
Cc1cc(C)c(OCC(=O)NCCc2ccccc2)c(C)c1 | i
CC1=C(C(=O)Nc2ccc(C)cc2C)C(c2ccc(O)cc2)n2ncnc2N1 (stereo unspecified) | i
Cc1cc(C)c(-c2csc(NC(=O)CN3C(=O)CCC3=O)n2)c(C)c1 | i
N#CSC(CS(=O)(=O)c1ccccc1[N+](=O)[O-])c1ccccc1 (stereo unspecified) | ?
C[C@H]1[C@@H]2[C@@H](O)C([C@H](C)C(=O)N3CCCC3)CC[C@@]2(C)CC[C@@H]1NC(=O)c1ccc(C#N)cc1 (stereo partly specified) | i
CCOC(=O)c1c(NC(=O)c2c(C)cc(C)cc2C)sc(C)c1C | i
COC(=O)c1cc(NS(=O)(=O)c2ccc3c(c2)CCC(=O)N3)cc(C(=O)OC)c1 | ?
CC(C)c1ccccc1NS(=O)(=O)c1ccccc1[N+](=O)[O-] | ?
CCc1oc2ccccc2c1CN1CCc2[nH]cnc2C1c1cccnc1 (stereo unspecified) | i
CCN1CCN(C/C=C/c2ccccc2)CC1 | ?
CC1(C)CC(c2[nH]cnc2-c2ccccc2)CCO1 (stereo unspecified) | i
CCc1nn(C)c(Cl)c1CN1CCN(c2ccc(Cl)nn2)CC1 | i
Cc1nc2nc(SCC(=O)N3CCCC3)nn2c(C)c1Cc1ccccc1 | ?
CC(C)C[C@@H](N)C(=O)N(Cc1cnn(C)c1)C(C)C | i

Three compounds picked at random from those above:
SMILES | ST2 inh
C[C@H]1[C@@H]2[C@@H](O)C([C@H](C)C(=O)N3CCCC3)CC[C@@]2(C)CC[C@@H]1NC(=O)c1ccc(C#N)cc1 (stereo partly specified) | i
COc1c(F)cccc1C(=O)NCC1CCN(C2CCOCC2)C1 (stereo unspecified) | i
CC(C)C[C@@H](N)C(=O)N(Cc1cnn(C)c1)C(C)C | i

Additional entries.
SMILES | ST2 inh
C[C@@H](C(=O)N1Cc2cnc(-c3ccccc3)nc2C1)n1cnnn1 | ?
CC(=O)Nc1ccc(NC(=O)Nc2ccccc2)cc1 | i
CCNC(=O)c1cn(CC(C)C)cc(C(=O)NCC(C)c2ccccc2)c1=O (stereo unspecified) | i
COc1ccccc1C(=O)N/C(=C\c1ccc2c(c1)OCO2)C(=O)NCc1ccccc1 | i
COC(=O)CN1C(=O)c2cccc3cccc(c23)C1=O | i
CC(c1ccccc1)c1nnc(NC(=O)c2ccc3c(c2)OCO3)s1 (stereo unspecified) | i
O=C(Nc1cccc2nsnc12)c1ccc(-c2ccc(Br)cc2)o1 | 31.0%*
CN1[C@@H](c2ccc(Cl)cc2)[C@@H](C(=O)NC2CCC(O)CC2)C[C@@]1(C)C(=O)O (stereo partly specified) | ?
COc1cccc(NC(=O)CSc2nc3c(sc4ccccc43)c(=O)n2CCO)c1 | ?
CCCOc1ccc(C2C(C(=O)OC(C)CC)=C(C)NC3=C2C(=O)C(C(=O)OC)C(C)C3)cc1 (stereo unspecified) | i
O=C(NCCc1cccs1)N1CCOC(C(F)(F)F)C1 (stereo unspecified) | i
CS(=O)(=O)Nc1ccc(-c2ccnc3[nH]ccc23)cn1 | i
COc1cccc(-n2c(=O)c3sccc3n(Cc3ccc(C)cc3)c2=O)c1 | i
CC(=O)c1ccc(NC(=O)O[C@@H]2CO[C@H]3[C@@H]2OC[C@@H]3NC(=S)Nc2ccccc2)cc1 | 41.0%*
CCCCOC(=O)Nc1ccccc1C(=O)N1CCCCC1 | i
CC1CC(C)(C)N(C=O)c2ccccc21 (stereo unspecified) | i
O=S(=O)(c1ccc(Cl)c(Cl)c1Cl)n1ccnc1 | i
O=C(O)CNC(=O)CN1C(=O)c2cccc([N+](=O)[O-])c2C1=O | i
CCCOc1ccc(C(=O)Nc2ccc(Cc3ccncc3)cc2)cc1 | i
COc1ccc(C)cc1NC(=O)Nc1c(C)nc2nc[nH]n2c1=O | i
CN(C)c1ccc(C2C3=C(CCCC3=O)Nc3ccccc3N2C(=O)c2ccccc2)cc1 (stereo unspecified) | i
CCn1cc(C(=O)N2CCCCCC2)c(=O)c2cc(S(=O)(=O)N3CC(C)CC(C)C3)ccc21 (stereo unspecified) | i
CCN(CCc1nc2ccc(OC)cc2[nH]1)C(=O)C1=NNC(=O)CC1 | ?
O=S(=O)(CCN1CCCCC1)c1ccccc1 | i
CSCCC(=O)NC1CCCN(CC2CCCCC2)C1 (stereo unspecified) | i
(listing goes on)
SMILES | ST2 inh
O=C(Nc1cc2cc([N+](=O)[O-])ccc2oc1=O)c1ccc(F)cc1 | ?
Cc1cccc(C(=O)Nc2sc3c(c2C(=O)Nc2ccccn2)CCC(C)C3)c1 (stereo unspecified) | i
CCc1ccc(C2CC(c3ccccc3Cl)n3nc(N)nc3N2)cc1 (stereo unspecified) | i
O=C1CCC(C(=O)N2CCC(Cn3cccn3)CC2)CN1CCc1ccccn1 (stereo unspecified) | i
CCN(CC)C(=O)CNS(=O)(=O)c1cccs1 | i
CCn1c2ccccc2c2cc(-c3nccn3CCNC(C)=O)ccc21 | ?
Cc1ccc(S(=O)(=O)NC(=O)Nc2ncc3c(n2)CC(c2ccco2)CC3=O)cc1 (stereo unspecified) | i
CCCCOc1ccc(S(=O)(=O)N2CCN(c3nc(C)cc(Nc4ccc(C)cc4)n3)CC2)cc1 | ?
CCCCn1cnc2cc(NCc3ccccc3OCC)ccc21 | i
COc1ccc(OC)c(S(=O)(=O)Nc2ccccc2F)c1 | ?
CC1CCCC(C)N1C(=O)c1cc(-c2ccc(F)cc2)on1 (stereo unspecified) | i
COc1ccc(CC(=O)Nc2ccc(=O)n3c2[C@@H]2C[C@@H](CN(C(=O)Nc4ccc(OC)cc4)C2)C3)cc1 | i
O=[N+]([O-])c1ccc(CSc2cccc3cccnc23)cc1 | ?
CN(C)CCC(c1ccc(Br)cc1)c1ccccn1 (stereo unspecified) | i
COc1ccc(S(=O)(=O)N2CCSC2c2ccccc2)cc1 (stereo unspecified) | i
Cc1nc2c(-c3ccc(F)cc3)c(C)nn2c(C)c1CCC(=O)NCc1ccc(Cl)cc1 | i
Cc1ccccc1Cc1c(C)nc2nc(SCC(=O)NC3CCCC3)nn2c1C | i
COc1ccc(Nc2cc(C)nc3c(C)c(C)ccc23)cc1OC | i
O=C1c2[nH]nc(-c3ccccc3)c2C(c2ccc(O)cc2)N1c1ccccc1 (stereo unspecified) | i
CC1(C)CC(=O)C2=C(C1)N(c1ncn[nH]1)C(N)=C(C#N)C2c1ccc(Cl)cc1 (stereo unspecified) | i
COc1ccc(S(=O)(=O)NC2CC(C)CC(C)(C)C2)cc1OC (stereo unspecified) | i
CC1=C[C@@H](CNC(=O)c2ccco2)[C@H](C(C)C)C[C@H]1CC(=O)NCc1ccccn1 | i
O=C(NCc1cccs1)c1ccc2c(c1)N(Cc1ccc(F)cc1Cl)C(=O)CS2 | i
COCCCN1C(=O)N(Cc2ccc(OC)cc2)C(=O)C12CCN(CC(C)(C)C)CC2 | i

In the list so far, these have a tert-butyl group:
SMILES | ST2 inh
CN(CCc1cn[nH]c1)CC(=O)Nc1nc(C(C)(C)C)cs1 | i
COCCCN1C(=O)N(Cc2ccc(OC)cc2)C(=O)C12CCN(CC(C)(C)C)CC2 | i

High-throughput results as filed in PubChem.

Some of the compounds tested; rates above refer to the full screens.
